# KCNQ1 block – inhibitors of human KCNQ1 potassium channel. actives 1.3% (n = 310,000). CHO-K1 KCNQ1, FluxOR thallium flux fluorescence; active compounds read high. P51787. B-score at 10 µM. AID 2642;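 active = compounds whose thallium flux B-score, printed positive for inhibition, exceeds three library SD while starting fluorescence stays within three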;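 also: channel opened by potassium depolarization with thallium stimulus after 20 min compound exposure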
# TRPC4 potent – allosterically enhances the mouse TRPC4 cation channel; HEK293 TRPC4beta/mu-opioid, DAMGO EC20, Fluo-4 Ca2+ flux; active compounds read high; actives 0.42% (n = 310,000); B-score at 10 µM; Q9QUQ5;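 active = B-score of calcium response area above 5 SD of library B-scores, with initial fluorescence ratio within 5 SD of library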;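 also: B-score of integrated fluorescence ratio over time as area under calcium response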
# PolyA inhibitor – yeast polyadenylation inhibition; calls only at 12 µM; AID 1875; S. cerevisiae SKY197-pL101 polyadenylation reporter, beta-gal luminescence; efflux-impaired pdr1/pdr3 knockout yeast; score 100 = 6 SD above DMSO; actives 0.02% (n = 300,000);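 active = lowest replicate activity score at least 50, where 100 means six control SD above control mean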;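 also: yeast exposed to compound for 9 h at 30 °C; higher score means more reporter readthrough which indicates perturbed polyadenylation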
# DYRK1A inh – inhibitors of rat Dyrk1A kinase; Q63470; ADP-Glo luminescence, NFATc1 peptide; inhibition, % at 12.5 µM; actives 0.43% (n = 310,000); in the data active = inhibition above about 50%;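 also: plate controls were vehicle with enzyme for no effect and no enzyme for full effect; many of its hits are not listed in these tables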
# Platelet DG rel – modulates dense granule release in human platelets | human platelet-rich plasma, SFLLRN dense granule ATP release, luminescence | inhibition, %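 (compounds screened at 7.5 µM in platelet-rich plasma)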 | actives 0.22% (n = 300,000);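 active = mean replicate score, as percent of positive control, at or above 50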
# TRPC4 inh – blocks the mouse TRPC4 cation channel; Q9QUQ5; B-score at 10 µM; actives 0.39% (n = 300,000); HEK293 TRPC4beta/mu-opioid, DAMGO-evoked Fluo4 calcium flux; active compounds read low;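 active = B-score over 3 SD under the library average, no early fluorescence shift, positive overall ratio signal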
#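 Signal: kinetic Fluo4 fluorescence imaging of calcium influx. Material: stable TRPC4beta/mu-opioid receptor HEK293 cells. Probe or stimulus: DAMGO in two steps, submaximal then maximal.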
# TRPC4 act – activators of mouse TRPC4 channel; actives 0.49% (n = 310,000); Q9QUQ5; AID 2237; B-score at 10 µM; HEK293 TRPC4beta/mu-opioid, Fluo4 calcium fluorescence; active compounds read high;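 active = B-score above 5 SD of library B-scores, and initial fluorescence ratio not above library mean plus 5 SD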;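 also: positive B-score marks a calcium rise read as TRPC4 activation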
#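 Incubation: 45 min room-temperature Fluo4 loading, 110 s read / System: HEK293 cells stably co-expressing mouse TRPC4beta and mu-opioid receptor / Signal: Fluo4 fluorescence, kinetic / Control set: buffer (low) and maximal DAMGO (high) / Measure: integrated baseline-normalised fluorescence ratio, converted to per-well B score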
# KCNQ1 act – potentiates or activates the human KCNQ1 potassium channel | AID 2648 | actives 0.35% (n = 310,000) | CHO-K1 KCNQ1, thallium flux FluxOR fluorescence; active compounds read high | P51787 | B-score at 10 µM;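 active = fluorescence ratio B-score, a plate-corrected score, at least three library SD, with initial intensity B-score within 5 SD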
#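 Medium – assay buffer, equal DMSO in all wells · Material – CHO-K1 cell line with stable KCNQ1 potassium channel expression · Signal – kinetic FluxOR thallium fluorescence, 10-s 1-Hz baseline, 110-s post-stimulus read · Compound – single concentration per compound, DMSO matched to controls · Schedule – 37 °C overnight plating, 90-min dark dye load, 20-min compound pretreatment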
# KCNK9 inh – blocks the human KCNK9 two-pore domain potassium channel; AID 488922; actives 1.2% (n = 310,000); B-score at 10 µM; HEK293 KCNK9, FluxOR thallium flux fluorescence; active compounds read low;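 active = ratio B-score over 3 SD below the library mean, with starting fluorescence within 5 SD of its mean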;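 also: negative B-score means less thallium flux so channel inhibition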
# KCNK3 inh – human KCNK3 channel inhibition, primary screen; O14649; CHO-KCNK3 thallium flux, FluxOR fluorescence; active compounds read low; B-score at 10 µM; actives 0.84% (n = 340,000);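 active = B-score under library mean minus 4 SD, starting fluorescence ratio at most library mean plus 5 SD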;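 also: more negative B-score means stronger inhibition of thallium flux through KCNK3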
# hERG rescue – compounds protecting human hERG from proarrhythmic drug block; CHO-hERG, FluxOR thallium flux, dofetilide IC70 present; activation (rescue from dofetilide block), less the hit threshold, % at 10 µM; actives 0.51% (n = 310,000); AID 1511;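 active = activation above the mean of controls blocked by dofetilide plus 5 SD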;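 also: thallium influx through hERG after potassium depolarization seen as dye fluorescence rise; in these data hits start at about 4.7%; inactives centre near -7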
# Target sequence (Q12809 whole entry, looked up): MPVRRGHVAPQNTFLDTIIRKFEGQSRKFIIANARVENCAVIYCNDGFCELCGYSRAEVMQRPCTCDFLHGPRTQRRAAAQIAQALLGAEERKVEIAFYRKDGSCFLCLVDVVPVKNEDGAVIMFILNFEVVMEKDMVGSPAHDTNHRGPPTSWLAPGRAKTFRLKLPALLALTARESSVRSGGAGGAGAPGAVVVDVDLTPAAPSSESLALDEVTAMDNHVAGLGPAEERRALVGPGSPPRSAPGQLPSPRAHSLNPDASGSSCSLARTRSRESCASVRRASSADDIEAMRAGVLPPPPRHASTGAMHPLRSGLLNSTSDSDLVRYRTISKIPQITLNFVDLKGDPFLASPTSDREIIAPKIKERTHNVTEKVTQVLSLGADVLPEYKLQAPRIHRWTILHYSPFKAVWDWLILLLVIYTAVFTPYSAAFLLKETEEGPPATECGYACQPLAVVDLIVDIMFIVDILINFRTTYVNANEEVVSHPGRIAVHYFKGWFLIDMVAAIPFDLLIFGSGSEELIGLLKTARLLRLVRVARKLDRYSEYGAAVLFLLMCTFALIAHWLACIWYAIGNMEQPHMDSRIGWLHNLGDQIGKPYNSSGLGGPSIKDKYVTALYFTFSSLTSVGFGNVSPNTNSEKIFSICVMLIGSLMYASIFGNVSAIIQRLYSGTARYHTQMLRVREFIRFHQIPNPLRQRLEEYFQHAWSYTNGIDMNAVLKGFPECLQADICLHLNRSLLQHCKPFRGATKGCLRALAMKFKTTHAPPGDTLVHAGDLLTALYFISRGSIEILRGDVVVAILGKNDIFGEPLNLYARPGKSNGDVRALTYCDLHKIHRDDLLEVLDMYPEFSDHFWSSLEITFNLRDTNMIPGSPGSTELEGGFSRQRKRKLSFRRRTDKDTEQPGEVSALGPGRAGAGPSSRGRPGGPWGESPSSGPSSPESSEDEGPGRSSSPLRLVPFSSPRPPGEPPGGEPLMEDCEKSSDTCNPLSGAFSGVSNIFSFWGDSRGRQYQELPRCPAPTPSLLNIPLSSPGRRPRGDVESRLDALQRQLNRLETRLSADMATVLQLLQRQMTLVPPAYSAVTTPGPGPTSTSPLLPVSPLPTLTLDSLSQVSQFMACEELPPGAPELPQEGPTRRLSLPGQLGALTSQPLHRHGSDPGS
# * marks the source's active call; other numbers are inactive results; i = inactive; x = not tested or not shown.
SMILES,KCNQ1 block,TRPC4 potent,PolyA inhibitor,DYRK1A inh,Platelet DG rel,TRPC4 inh,TRPC4 act,KCNQ1 act,KCNK9 inh,KCNK3 inh,hERG rescue
COc1ccc(NC(=O)CSc2nccc(C)n2)cc1,i,i,i,2.3,-12.8,i,i,i,i,i,-9.6
CC(=O)c1cccc(NC(=O)CN(Cc2ccccc2)S(C)(=O)=O)c1,i,i,i,7.5,-1.6,i,i,i,i,i,-7.5
COc1ccc(C(C(C(=O)c2ccco2)N2CCOCC2)N2CCOCC2)cc1 (configuration not stated),i,i,i,22.8,-0.4,i,i,i,i,i,0.0
Cc1cccc(-c2nnc(SCC3CNC(=O)O3)n2-c2ccc(Cl)cc2)c1 (configuration not stated),i,i,i,4.3,2.7,i,i,i,i,i,-3.3
COc1ccc(-c2ccc(OC(=O)NC3CCS(=O)(=O)C3)cc2)cc1 (configuration not stated),i,i,i,48.9,14.0,i,i,i,i,i,-7.6
CCC(C)[C@H](NC(=O)NC1CC1)C(=O)O (some centres not stated),i,i,i,7.6,-5.0,i,i,i,i,i,-10.6
CC(C)(C)C1CCC(OC(=O)CCC(=O)Nc2ccccc2)CC1 (configuration not stated),i,i,i,-1.1,-7.5,i,i,i,i,i,-6.2
Cc1nc(-c2ccccc2O)n(S(=O)(=O)N(C)C)n1,i,i,i,-0.9,-2.8,i,i,i,i,i,-11.1
COc1ccc(CCN2CC(C(=O)NCCc3cnn(C)c3)CCC2=O)cc1 (configuration not stated),i,i,i,-4.1,2.6,i,i,i,i,i,-4.3
CCC1(C)CC(c2nc(-c3ccc(OC)cc3)cs2)CCS1 (configuration not stated),i,i,i,-4.8,3.2,i,i,i,i,i,-7.6
O=c1[nH]c(/C=C/c2ccccc2)c([N+](=O)[O-])c(=O)[nH]1,i,i,i,-1.7,-1.5,i,i,i,i,i,-1.1
CCCCCCCNC(=O)C1(CC2CC(c3ccc(Cl)cc3)=NO2)CCN(C(=O)c2cc(OCC)c(OCC)c(OCC)c2)CC1 (configuration not stated),i,i,i,0.9,3.6,i,i,i,i,i,-8.6
Cc1nc(=S)n(-c2ccccc2)[nH]1,i,i,i,-3.7,3.6,i,i,i,i,i,-4.5
CC1(CCc2ccccc2)NC(=S)N(c2ccccc2)N1 (configuration not stated),i,i,i,-4.0,-0.5,i,i,i,i,i,-7.9
C=CCNC(=O)c1ccccc1NC(=O)c1cccc2ccccc12,i,i,i,-7.1,-3.3,i,i,i,i,i,-3.0
COc1cccc(C2CC(c3ccc(Cl)cc3Cl)n3nc(N)nc3N2)c1 (configuration not stated),i,i,i,-2.7,2.3,i,i,i,i,i,-9.6
CCc1ccc(-c2ccc3nnc(SCC(N)=O)n3n2)cc1,i,i,i,0.1,-5.7,i,i,i,i,i,-5.4
CCCCc1ccc(NC(=S)Nc2ccc(Cl)c(S(=O)(=O)N(C)C)c2)cc1,i,i,i,0.4,-4.4,i,i,i,i,i,-2.7
Cc1cccc(S(=O)(=O)N2CCC(CO)(Cc3ccccc3)CC2)c1,i,i,i,3.0,0.6,i,i,i,i,i,-18.9
NC(=O)c1cc2n(n1)C(C(F)(F)F)CC(c1ccco1)N2 (configuration not stated),i,i,i,2.6,1.9,i,i,i,i,i,-0.2
CCN(CC(=O)NCc1cccs1)C(=O)c1ccc(NS(=O)(=O)c2ccc(C(C)=O)cc2)cc1,i,i,i,-2.2,5.0,i,i,i,i,i,-9.1
Cc1cc(C)n(-c2nnc(C)n2N)n1,i,i,i,x,-4.4,i,i,i,i,i,-10.2
Cn1c(=O)n(CCc2ccccc2)c(=O)c2c1ncn2Cc1ccccc1,i,i,i,2.5,3.7,i,i,i,i,i,-14.3
O=C(Nc1nc2ccc([N+](=O)[O-])cc2s1)c1ccco1,i,i,i,x,3.2,i,i,i,i,x,-5.3
CCC(C)n1c(-c2ccco2)nc2nc3ccccc3nc21 (configuration not stated),i,i,i,x,-1.9,i,i,i,i,x,-16.4
COc1ccc(-c2cc(C)no2)cc1S(=O)(=O)N1CCN(c2ccccc2F)CC1,i,i,i,5.9,-8.1,i,i,i,i,i,-10.9
O=C(Cc1ccccc1)NN1C(=O)C2C3C=CC(C3)[C@@H]2C1=O (some centres not stated),i,i,i,0.7,9.7,i,i,i,i,i,-2.3
COc1cc(SC)ccc1C(=O)Nc1ccc2c(c1)CCC2,i,i,i,8.1,5.1,i,i,i,i,i,-3.5
Cn1nccc1C(=O)c1ccc(Cl)cc1,i,i,i,2.1,-4.3,i,i,i,i,i,-3.5
Cc1cccc(-c2noc(CN(C)C(=O)c3ccco3)n2)c1,i,i,i,1.3,-0.4,i,i,i,i,i,-10.0
COCCCNC(=O)CN1C(=O)c2cccc3cccc1c23,i,i,i,3.7,-4.1,i,i,i,i,i,-7.7
O=C(CO/N=C\c1ccccc1)Nc1ccccc1C(=O)N1CCOCC1,i,i,i,-4.8,13.0,i,i,i,i,i,-11.8
COc1ccc(NC(=S)N2CCN(C(c3ccccc3)c3ccccc3)CC2)cc1OC,i,i,i,-3.5,-5.5,i,i,i,i,i,-6.9
Cc1cccc(NC2=NC(=S)N(c3cccc(C(=O)O)c3)C23CCCCC3)c1,i,i,i,-6.8,8.4,i,i,i,i,i,-6.8
Cc1ccc(NC2=C(N3CCOCC3)C(=O)c3ccccc3C2=O)cc1,i,i,i,16.3,-4.5,i,i,i,i,i,-11.8
Cc1nn(Cc2cccc(C(=O)NC34CC5CC(CC(C5)C3)C4)c2)c(C)c1Br,i,i,i,3.1,-15.8,i,i,i,i,i,-10.0
Cn1c(=O)c2c(nc(Sc3ncccn3)n2Cc2ccc(Cl)cc2)n(C)c1=O,i,i,i,0.8,-1.0,i,i,i,i,i,-5.7
O=C(Nc1ccc2c(c1)OCO2)c1ccc(Br)s1,i,i,i,4.0,13.2,i,i,i,i,i,-11.8
CC(=O)N1CCCc2cc(S(=O)(=O)Nc3ccccc3C)ccc21,i,i,i,-3.1,2.8,i,i,i,i,i,-2.3
COc1ccccc1CNc1ncccn1,i,i,i,4.9,10.1,i,i,i,i,i,2.2
COc1ccc(C2(NC(C)=O)CCN(C(=O)CCC(=O)O)CC2)cc1,i,i,i,-7.0,-6.0,i,i,i,i,i,-14.8
COc1ccc(N(C(C)=O)S(=O)(=O)c2cc(OC)ccc2OC)cc1,i,i,i,9.0,-1.5,i,i,i,i,i,-1.0
CN1CCN(NC(=O)c2ccc(Cl)s2)CC1,i,i,i,x,0.7,i,i,i,i,i,-11.5
Cc1ccc(-n2c(SCC(=O)Nc3ccc(C(=O)O)cc3)nnc2-c2ccncc2)cc1,i,i,i,5.9,-1.8,i,i,i,i,i,-12.2
NC1=NC(=O)/C(=C/c2ccc(Cl)cc2Cl)S1,i,i,i,0.1,1.3,i,i,i,i,i,-4.7
O=C(COc1cccc(Cl)c1)Nc1ccc2c(c1)CCC2,i,i,i,-4.9,-0.4,i,i,i,i,i,-5.7
COC(=O)c1ccccc1NC(NC(=O)c1ccco1)C(=O)c1ccccc1 (configuration not stated),i,i,i,-0.4,-26.9,i,i,i,i,i,-3.8
O=C1C2CC=CCC2C(=O)N1CNc1ccccc1 (configuration not stated),i,i,i,1.5,-1.8,i,i,i,i,i,3.8
CN(Cc1nc(-c2cccs2)no1)CC1(N2CCOCC2)CCCCC1,i,i,i,-2.4,7.3,i,i,i,i,i,-10.7
O=C(CCc1nc2ccccc2c(=O)[nH]1)OCc1ccc(-c2ccccc2)cc1,i,i,i,-6.3,-8.1,i,i,i,i,i,-13.2
CCN(CC)CCN1C(=O)C(=O)/C(=C(/O)c2ccc(OC)cc2)C1c1ccco1 (configuration not stated),i,i,i,-3.9,-1.0,i,i,i,i,i,-6.5
O=C(O)CC1=C(O)C(=O)N(c2ccccc2)C1c1ccccc1 (configuration not stated),i,i,i,-1.0,0.5,i,i,i,i,i,-3.6
CCOc1ccc(OCC)c(NC(=O)CN(C)S(=O)(=O)c2cccc3nsnc23)c1,i,i,i,4.2,-2.0,i,i,i,i,i,-6.2
COC(=O)CC1=C(C)C(=O)CC2C(C)(C)CCCC12C (configuration not stated),i,i,i,4.5,-5.4,i,i,i,i,i,-5.8
CCOC(=O)c1c(C)n(-c2ccc(F)cc2)c2ccc(O)cc12,i,i,i,6.7,-3.5,i,i,i,i,i,1.6
CC1CCCC(NC(=O)COC(=O)CSc2ccc3ccccc3c2)C1C (configuration not stated),i,i,i,-10.2,-3.1,i,i,i,i,i,-10.3
Cc1ccc(NC(=S)NCCN(C2CCCCC2)C2CCCC2)cc1C,i,i,i,-1.0,-2.5,i,i,i,i,i,-12.8
CCOc1ccc2c(=O)c(Oc3ccccc3OCC)coc2c1,i,i,i,7.3,x,i,i,i,i,i,-5.1
NS(=O)(=O)c1ccc(N/N=C/c2cn(-c3ccccc3)nc2-c2cccs2)cc1,i,i,i,2.4,-1.2,i,i,i,i,i,-14.3
COc1ccccc1NC(=O)CCN1C(=O)C2CC=C(Cl)CC2C1=O (configuration not stated),i,i,i,-0.1,6.1,i,i,i,i,i,-7.0

# Next section:
SMILES,KCNQ1 block,TRPC4 potent,PolyA inhibitor,DYRK1A inh,Platelet DG rel,TRPC4 inh,TRPC4 act,KCNQ1 act,KCNK9 inh,KCNK3 inh,hERG rescue
O=C1CN(S(=O)(=O)c2cc(Cl)ccc2Cl)c2ccccc2N1,i,i,i,-2.4,12.9,i,i,i,i,i,-14.0
O=S(=O)(Nc1ccc(F)cc1)N1CCCCCC1,i,i,i,4.4,1.3,i,i,i,i,i,-3.6
CC(=O)Nc1ccc(S(=O)(=O)NCCNc2ccccc2[N+](=O)[O-])cc1,i,i,i,12.4,0.5,i,i,i,i,i,-5.7
COc1cc2cc(C)nc(Cc3cccc4ccccc34)c2cc1OC,i,i,i,1.7,-0.6,i,i,i,i,i,-8.3
Nc1nonc1-n1nnc(C(=O)N/N=C/c2ccccc2Cl)c1CN1CCOCC1,i,i,i,5.0,19.4,i,i,i,i,i,-9.4
COc1cccc(C2C(C(=O)c3cc4ccccc4o3)=C(O)C(=O)N2c2cc(C)on2)c1OC (configuration not stated),i,i,i,3.0,2.6,x,i,i,i,i,-1.3
OCC1(Cc2ccccc2C(F)(F)F)CCN(Cc2ccccc2)CC1,i,i,i,0.3,-0.8,i,i,i,i,i,-17.1

# Compound activity as filed in PubChem BioAssay.

# An excerpt; count on the stated rates, not on these rows.
